PKA-R2B act: activates the human PKA-R2B holoenzyme complex. activation, % at 11.4 µM. AID 504700. 340,000 compounds, 0.079% hits. PKA-R2B holoenzyme dissociation, Cy5-IP20 fluorescence polarization; R2B truncated from residue 108, S112A mutant; 0% DMSO only, 100% 113 µM cGMP;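 active means activation above a cutoff set at the mean over all compounds plus 3 SD, cut at about 18% in these data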;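 further: higher means more holoenzyme dissociation and a rise in polarization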
Pemphigus Ab inh: human desmoglein-3 autoantibody binding inhibition; AID 588358; binding (percent of control), % at 10 µM; DSG3-coupled beads, scFv-anti-DSG3-GFP binding, flow cytometry; stronger effect = lower value; 310,000 compounds, 0.48% hits;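 active means binding more than 3 SD below its plate's average and above zero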;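 further: hits lower antibody fragment binding to DSG3; some compounds called inactive have numbers as strong as hits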
PKA-R1A activ: activators of PKA-R1A complex; activation, % at 11.4 µM; 340,000 compounds, 0.083% hits; AID 504707; PKA-R1A dissociation, Cy5-IP20 fluorescence polarization; scaled: DMSO 0%, 113 µM cGMP 100%; P00514+P68181;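 active means percent activation above the mean of all tested compounds plus 3 SD, cut at about 19% in these data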;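 further: higher means more PKAc released from R1A so a rise in polarization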
HTR5A ag ctr: counter-screen for OPRM1-OPRD1 agonists: human HTR5A agonism; P47898; HTR5A agonist assay, luminescence, cell-based; activation, % at 9.3 µM; 340,000 compounds, 0.61% hits; in the data active means activation mostly above about 9.5%, no sharp cut-off; inactive means mostly below about 7.6%;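 further: 0% = cells with vehicle only and 100% = reference agonist; strong numbers were not always called active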
Target sequence (P47898 whole entry, looked up): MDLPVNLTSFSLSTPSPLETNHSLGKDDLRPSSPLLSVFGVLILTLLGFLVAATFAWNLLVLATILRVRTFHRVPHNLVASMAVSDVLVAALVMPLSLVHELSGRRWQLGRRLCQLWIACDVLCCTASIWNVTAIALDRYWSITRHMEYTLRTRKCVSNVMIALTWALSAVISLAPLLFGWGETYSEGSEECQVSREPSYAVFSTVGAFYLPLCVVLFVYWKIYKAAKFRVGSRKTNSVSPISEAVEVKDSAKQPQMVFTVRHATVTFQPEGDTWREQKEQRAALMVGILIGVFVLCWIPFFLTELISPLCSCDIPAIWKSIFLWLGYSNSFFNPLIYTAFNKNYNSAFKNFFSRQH
MOR-DOR ag: OPRM1-OPRD1 heterodimerization agonism; P35372+P41143; cells, luminescence; activation, % at 9.3 µM; 340,000 compounds, 0.3% hits; in the data active means activation above about 18%;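 further: 0% = vehicle-treated cells and 100% = reference agonist; values of inactives mirror those of a sister screen read the other way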
HTR5A inv ag: HTR5A inverse agonism, opioid heterodimer counter-screen; 340,000 compounds, 0.083% hits; inhibition, % at 9.3 µM; AID 504634; HTR5A cell line, luminescence; P47898; in the data active means inhibition mostly above about 23%, no sharp cut-off; inactive means mostly below about 18%;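 further: 0% = cells with DMSO and 100% = no-cell wells with DMSO; some compounds called inactive have numbers as strong as hits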
Arrestin-AP2 inh: blocks beta-arrestin peptide binding to AP2 adaptin; FITC-arrestin peptide / GST-AP2 beads, flow cytometry; AP2 beta2 appendage carries R879A mutation; inhibition, % at 10 µM; 340,000 compounds, 0.31% hits; AID 504490;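 active means inhibition above a set limit, near 3 SD of compounds lacking own fluorescence, cut at about 54% in these data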;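 further: plate controls were DMSO wells for no effect and 5 µM unlabelled arrestin peptide for full effect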
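System: GST-tagged AP2 beta2-adaptin appendage (R879A) on 4 µm glutathione beads / Reagent: FITC-arrestin peptide, 50 nM / Detection: HyperCyt-sampled flow cytometry, FL1 channel, ex 488/em 535 nm / Timing: 12 min plus 1 h, RT / Buffer or medium: PBS plus Tween 20 (0.05%) and BSA (0.1%)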
DAGLB inh: diacylglycerol lipase beta (human) inhibition. Q8NCG7. HEK293T DAGLB membrane lysate, EnzChek fluorogenic substrate. inhibition, % at 5.17 µM. 340,000 compounds, 0.059% hits. AID 504411; in the data active means inhibition above about 34%;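 further: 0% = enzyme with vehicle and 100% = wells lacking enzyme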
Target sequence (Q8NCG7 whole entry, looked up): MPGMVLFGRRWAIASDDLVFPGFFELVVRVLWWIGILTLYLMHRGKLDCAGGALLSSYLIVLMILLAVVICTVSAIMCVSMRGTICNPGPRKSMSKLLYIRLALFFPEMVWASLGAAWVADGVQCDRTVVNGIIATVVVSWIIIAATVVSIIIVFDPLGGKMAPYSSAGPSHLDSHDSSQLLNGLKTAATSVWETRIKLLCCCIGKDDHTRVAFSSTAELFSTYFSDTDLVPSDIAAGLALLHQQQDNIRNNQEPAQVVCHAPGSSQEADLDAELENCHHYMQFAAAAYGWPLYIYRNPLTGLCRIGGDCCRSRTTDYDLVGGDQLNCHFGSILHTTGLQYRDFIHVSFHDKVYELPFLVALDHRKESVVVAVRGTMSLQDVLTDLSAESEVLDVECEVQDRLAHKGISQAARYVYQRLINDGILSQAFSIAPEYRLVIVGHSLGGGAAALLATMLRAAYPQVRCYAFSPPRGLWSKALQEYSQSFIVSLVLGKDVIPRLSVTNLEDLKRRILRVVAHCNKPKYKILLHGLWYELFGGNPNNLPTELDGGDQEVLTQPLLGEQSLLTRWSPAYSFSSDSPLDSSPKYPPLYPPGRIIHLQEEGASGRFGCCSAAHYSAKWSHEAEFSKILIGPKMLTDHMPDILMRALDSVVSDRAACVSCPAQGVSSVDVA
OPRM1-OPRD1 inv: inverse agonist of human OPRM1-OPRD1 heterodimerization | inhibition, % at 9.3 µM | P35372+P41143 | 340,000 compounds, 0.21% hits | cell-based MOR-DOR heterodimer luminescence, inverse agonism; in the data active means inhibition above about 22%, passing the limit was not always enough;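 further: 0% = cells with DMSO and 100% = wells without cells with DMSO; values of inactives mirror those of a sister screen read the other way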
V-ATPase pHluor: yeast V-ATPase proton transport regulation by pHLuorin; S. cerevisiae, pHLuorin cytosolic pH fluorescence; response, % at 10 µM; 350,000 compounds, 0.37% hits; AID 504577; in the data active means response mostly above about 7.3%, no sharp cut-off; inactive means mostly below about 5.4%; further: actives read high; inactives centre near 0; some compounds called inactive have numbers as strong as hits; reference of the scale not given here
* = called active by the depositor; nt = not tested or not shown.

SMILES	PKA-R2B act	Pemphigus Ab inh	PKA-R1A activ	HTR5A ag ctr	MOR-DOR ag	HTR5A inv ag	Arrestin-AP2 inh	DAGLB inh	OPRM1-OPRD1 inv	V-ATPase pHluor
COc1ccc(/C=N/NC(=O)c2cc(-c3cccn3C)n[nH]2)cc1OC	-9	nt	1	5	-1.7	20	-1	-2	8	-1
Cc1ccc(OCC(=O)Nc2sc3c(c2C#N)CC(C)(C)NC3(C)C)cc1	-11	107	-3	-6	2.2	21	7	4	-11	13*
CCCN1CCN(C(=S)Nc2ccccc2C(F)(F)F)CC1	12	98	0	3	-2.3	1	-3	-1	14	1
C[C@@H]1CN([C@H](C)CO)C(=O)CCCn2nncc2CO[C@H]1CN(C)C(=O)C1CCCCC1	-4	nt	-4	nt	nt	nt	nt	-1	nt	3
Cc1ccc(S(=O)(=O)NCCC(=O)NC2CCCC2)cc1	-1	nt	-7	-3	0.6	19	0	-1	-3	0
O=C(/C=C/c1ccccc1)C1=C(O)C(=O)N(CCO)C1c1ccc2c(c1)OCO2 (configuration not stated)	7	95	-2	1	-3.8	-15	16	0	19	0
CCCCP(=O)(CCCC)CCP(=O)(c1ccccc1)c1ccccc1	10	nt	4	4	-0.2	-3	-17	2	1	-3
O=C(NCc1ccccc1)c1ccc(C(=O)N(C2CCCCC2)C2CCCCC2)cc1	-3	102	-9	1	4.5	3	0	-3	-24	1
CCCC(=NCCc1c(C)[nH]c2ccccc12)C1=C(O)CC(c2ccccc2)CC1=O (configuration not stated)	7	110	1	-4	0.6	-26	4	-3	-3	1
COc1ccc(C2C(C#N)=C(N)Oc3c2oc(CO)cc3=O)c(OC)c1OC (configuration not stated)	10	107	9	12	-2.5	-33	11	-1	11	13
OC(COc1cccc2ccccc12)CN1CCOCC1 (configuration not stated)	-1	95	0	3	-3.2	-10	25	-2	17	-1
CC(=O)NC1C(Oc2ccc3c(C)cc(=O)oc3c2)OC(COC(C)=O)C(OC(C)=O)C1OC(C)=O (configuration not stated)	6	93	6	-1	-0.6	3	-4	1	3	0
CC(C)(C)NC(=S)N1CCC(C(=O)c2ccc(Cl)cc2)CC1	-10	114	-2	5	-0.3	-1	12	-2	1	6
Cc1ccc(NC(=O)Nc2cccnc2)cc1	3	120	-11	-1	-0.9	2	-18	1	5	1
O=C1c2ccccc2C(=O)N1CCCc1c[nH]c2ccc(Cl)cc12	0	99	-11	0	3.7	2	-10	0	-19	0
Cc1cc(=O)n2c3c(c4c(cc13)c(CN(C)C)cc(=O)n4C)OC2	-5	95	6	1	-0.2	-4	-4	-1	1	4
O=[N+]([O-])c1cccnc1Sc1ccc(Br)cc1	-6	nt	-12	5	11	-18	6	-5	-52	-1
CC(C)C(=O)Nc1nnc(SCC(=O)N2C(C)CCCC2C)s1 (configuration not stated)	-2	100	-14	-2	-0.6	-14	24	-3	3	-7
Cn1cnnc1SCC(=O)Nc1cccc(S(=O)(=O)N2CCOCC2)c1	0	93	-6	0	-2.4	11	0	0	12	-1
Nc1nc(NCC2CCCO2)nc(Nc2ccc(Cl)cc2)c1[N+](=O)[O-] (configuration not stated)	7	97	1	2	-2.3	-17	6	-1	12	-3

2 entries from above, as a markdown table.
| Structure | PKA-R2B act | Pemphigus Ab inh | PKA-R1A activ | HTR5A ag ctr | MOR-DOR ag | HTR5A inv ag | Arrestin-AP2 inh | DAGLB inh | OPRM1-OPRD1 inv | V-ATPase pHluor |
| --- | --- | --- | --- | --- | --- | --- | --- | --- | --- | --- |
| O=C(/C=C/c1ccccc1)C1=C(O)C(=O)N(CCO)C1c1ccc2c(c1)OCO2 (configuration not stated) | 7 | 95 | -2 | 1 | -3.8 | -15 | 16 | 0 | 19 | 0 |
| Cc1ccc(NC(=O)Nc2cccnc2)cc1 | 3 | 120 | -11 | -1 | -0.9 | 2 | -18 | 1 | 5 | 1 |

(continued)
SMILES	PKA-R2B act	Pemphigus Ab inh	PKA-R1A activ	HTR5A ag ctr	MOR-DOR ag	HTR5A inv ag	Arrestin-AP2 inh	DAGLB inh	OPRM1-OPRD1 inv	V-ATPase pHluor
O=C(NC(Cc1c[nH]c2ccccc12)C(=O)O)/C(=C/c1ccc(F)cc1)NC(=O)c1ccccc1 (configuration not stated)	-4	92	3	-1	-2.8	-7	-10	2	15	-4
COc1ccccc1NC(=O)CN1CCCCCC1	-9	108	0	8	-0.9	-20	20	-2	5	0
COc1ccc(CCC(=O)OCC(=O)N2CCN(S(=O)(=O)c3ccc(C)cc3C)CC2)cc1	2	100	5	1	1.2	-1	-4	-3	-5	2
CC1Cc2ccccc2N1Cc1cc(=O)c(OCC(=O)NCCc2ccccc2)co1 (configuration not stated)	0	100	5	2	0.9	-10	48	2	-6	4
CCN(CC)C(=O)c1[nH]cnc1C(=O)Nc1cccc(Cl)c1	-1	99	4	-3	2.6	-1	12	-5	-14	-3
CC(=O)N1CCN(S(=O)(=O)c2cccc(C(=O)Nc3ccc(F)c(F)c3)c2)CC1	-6	113	-3	3	1.6	-9	-1	-1	-13	5
C/C(=N\NS(C)(=O)=O)c1ccc(C)cc1	-2	nt	2	-1	0.8	2	-5	2	-5	-1
CCC(O)C1CCN(Cc2cn(-c3ccc(OC)cc3)nc2-c2cccc(F)c2)CC1 (configuration not stated)	3	110	4	5	3.2	-13	26	0	-17	0
O=C(CN1CCCCC1)N1CCN(S(=O)(=O)c2ccccc2)C1	10	95	-11	2	-0.8	-5	22	0	5	-1
CC(CNC(=O)Cn1ccc(N)nc1=O)c1ccccc1 (configuration not stated)	8	108	6	2	-4.2	6	6	5	19	3
COC(=O)Cc1c(C)c2ccc(OCc3nn[nH]n3)c(C)c2oc1=O	1	101	4	-1	-1.5	0	-3	0	8	-2
Cc1ccc(OCCCCn2c(CO)nc3ccccc32)cc1	-2	nt	-2	3	-0.1	-8	51	0	0	0
Cc1cccc(C)c1NC(=O)CN(C)C(C)C(=O)NCC(=O)Nc1ccc(F)c(F)c1F (configuration not stated)	8	102	4	-4	-3.1	10	-1	-1	13	0
CSc1nnc(-c2cc(Br)ccc2N=Cc2c(C)[nH]n(-c3ccccc3)c2=O)c(=O)[nH]1	8	102	0	-4	-3.2	10	-11	7	18	2
COCC(C)n1c(C)cc(C(=O)CSc2ccc(NC(C)=O)cc2)c1C (configuration not stated)	-4	92	0	-2	-1.7	-8	8	0	8	6
CC(C)(C)OC(=O)CNC(=O)c1nc[nH]c1C(=O)N1CCN(c2ccccc2)CC1	-3	100	-5	-3	-3.2	16	-9	1	18	-2
O=C(OCc1cc(=O)c(OC(=O)c2ccccc2)co1)c1ccccc1	-3	94	-2	1	-2.2	-2	5	1	12	1
S=C(Nc1ccc(Cl)cc1Cl)N1CCN(c2ccccn2)CC1	-10	104	1	5	-0.5	-13	-16	-6	3	-1
COC(=O)c1ccc(Oc2ccc3nnc(C)n3n2)cc1	0	107	4	5	3.1	5	7	-2	-17	5
COc1ccccc1CCNC(=O)c1nccnc1C(=O)O	-1	117	4	1	-3.8	-5	5	-3	17	-3
CC(=O)OC(C(=O)NC1CCCCC1)c1ccccc1 (configuration not stated)	-22	97	-9	3	-1.9	-19	4	0	11	3
COCC(=O)Nc1ccc(Nc2ccccc2)cc1	-2	nt	4	-1	3.4	4	24	4	-20	-3
CCCC(c1nnnn1Cc1ccco1)N1CCN(c2ccccc2)CC1 (configuration not stated)	4	101	1	8	-2.1	-23	32	0	11	-1
COc1ccccc1CNC(=O)C1CCC(=O)N(CCCN2CCCC2=O)C1 (configuration not stated)	-7	nt	-6	2	-2.7	-8	19	0	14	-3
CCOC(=O)c1cc(C)n(-c2ccccc2)c1C	7	106	-11	3	-2.0	7	43	-5	10	-2
COCC(=O)NC1CCN(C(=O)Nc2ccc(Br)cc2)CC1	-5	103	-2	-2	-3.2	-1	22	-3	15	1
CCCNc1c(NS(=O)(=O)c2ccc(Br)cc2)c(=O)oc2ccccc12	3	108	-3	1	-2.1	-4	-8	0	11	-2
CCn1c(SCC(=O)N/N=C/c2cc(OC)c(O)c(OC)c2)nc2ccccc21	2	101	-4	-4	-1.1	-11	8	1	6	-4
CCCNC(=O)COC(=O)c1cccnc1Nc1ccccc1F	-16	110	-2	3	0.1	10	-1	-4	0	-2
O=C(NCc1ccco1)c1nn2c(C(F)(F)F)cc(-c3cccs3)nc2c1Br	-4	90	4	0	-0.8	4	18	2	5	-3
CCN(Cc1ccccc1)C(=O)c1ccc(Cl)cc1[N+](=O)[O-]	-15	101	-2	-1	1.0	15	3	-4	-5	2
Cc1cc(C)nc(NC(=O)/C=C/c2ccccc2Cl)c1	3	100	-9	2	4.6	23	2	-4	-31	2
CCCCCCC(=O)Oc1cccc(N2C(=O)C3CCCCC3C2=O)c1 (configuration not stated)	3	97	-10	-3	2.5	8	17	-8	-13	1
Cc1cccc(NC(=O)C2C3C=CC(C4CC34)C2C(=O)O)c1 (configuration not stated)	-3	nt	-15	-4	-4.1	15	11	-1	17	1
Cc1nc(-c2cccnc2)sc1C(=O)Nc1cccc(C(F)(F)F)c1	-2	99	-5	4	2.5	-11	1	-1	-12	4
Cc1ccc(C2C(C#N)=C(N)N(c3cccnc3)C3=C2C(=O)CCC3)c(C)c1 (configuration not stated)	-6	104	9	1	3.8	10	42	0	-19	3
N#CCC(=O)N/N=C/c1ccc(Cl)cc1	-10	99	5	-3	-2.7	8	-5	-2	15	2
COCc1[nH]c(=S)[nH]c(=O)c1C	-2	nt	0	-1	-2.6	4	23	0	13	0
Cc1ccc2oc(=O)c(/C=C(\O)c3cccs3)nc2c1	-7	nt	-2	-1	-1.1	1	-14	0	6	2
Cc1cc(Cc2cc(C)c(O)c(CO)c2)cc(CO)c1O	-8	111	-9	-1	0.1	5	44	0	0	0
Cc1cccc(C)c1OCc1cc(C(=O)N(C)CCc2ccccn2)no1	-7	104	5	-1	-0.3	-6	-6	2	2	1
COc1ccc(C)cc1S(=O)(=O)Nc1cc2c3c(c1)CC(=O)N3CCC2	-5	97	3	10	-0.8	10	18	4	5	2
COc1ccc(S(=O)(=O)N2CCC(C(=O)NCc3ccncc3)CC2)cc1Cl	15	nt	10	-4	0.5	5	17	-5	-3	3
CN(C[C@H](Cc1ccccc1)N(C[C@@H](Cc1cccc2ccccc12)N(CCc1ccccc1)N=O)N=O)N=O	-9	103	2	5	3.3	-13	5	-2	-19	3
Cc1c(C(=O)N2CCCCC2)c(S(=O)(=O)NCCc2ccc(S(N)(=O)=O)cc2)c(C)n1C	5	97	0	0	0.0	0	9	-2	0	-1
Cc1ccc(NCc2nnc(SCC(=O)N3CCCCC3)n2CC2CCCO2)c(C)c1 (configuration not stated)	0	nt	-6	4	-1.0	-15	-2	0	5	-2
O=C(Nc1ccc(OC(F)F)c(Cl)c1)c1cccc(OC(F)F)c1	-4	103	-2	-1	2.1	4	9	-4	-11	5
CN1CCN(CCCNC(=O)c2ccc(Cn3c(=S)[nH]c4ccc(Br)cc4c3=O)cc2)CC1	-3	93	-3	0	-1.5	0	7	2	7	2
CS(=O)(=O)N1CCN(C(=O)c2cc(-c3ccncc3)nc3ccc(Cl)cc23)CC1	-2	nt	0	0	-3.1	1	-9	-2	13	-1

High-throughput results deposited in PubChem BioAssay by several laboratories.
